Compound activity as filed in PubChem.
ELG1 genotox: induces genotoxicity in HEK293T cells with luciferase-tagged ELG1 | AID 504466 | Potency, µM (top dose mostly 46 µM), for inactives: at the highest dose activity change, positive = activation, hits mostly activators | actives 1.3% (n = 330,000) | HEK293T ELG1-luciferase reporter, luminescence, 16 h; also: % of control where 0% means no effect; nearly all actives have a fitted effect of over 60% in size
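Screening used a luciferase reporter fused to human ELG1 in HEK293T cells. Luminescence was read on a CCD plate imager after 16 hr exposure and 30 min ONE-Glo incubation.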
uPA surface inh: cell surface uPA generation inhibition. cell surface uPA generation assay, qHTS. Potency, µM (series often up to 38.3 µM), for inactives: at the top dose activity change, negative = inhibition, actives largely listed as inhibitors. actives 0.31% (n = 330,000). AID 540303; active = well fitted inhibition curve with a large enough effect; inconclusive = small, poorly fitted or top-dose-only effect; inactive = no such curve, though single readings can be large or run the other way; tested in mouse RAW 264.7 cells; also: % is scaled to controls: 0 for no effect and ±100 for the full control effect; nearly all actives have a fitted effect of over 55% in size
NPC1 prom act: activates the NPC1 promoter. Huh7 NPC1 promoter luciferase reporter, 24 h. Potency, µM (titrated, usually from 9.22 µM), inactives show at the top dose activation, usual class: activators. actives 2.4% (n = 320,000);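 also: % of control where 0% means no effect; nearly all actives have a fitted effect of over 60% in size; reporter is driven by a mutant NPC1 promoter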
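NPC1 promoter–luciferase Huh7 cells; 24 h compound; luminescence.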
RORgamma inh: ROR gamma (mouse) transcription inhibition | Drosophila S2 Gal4-RORgamma UAS-luciferase reporter, 20 h | Potency, µM (titrated, usually from 53.6 µM), inactives show at the top dose activity change, negative = inhibition, usual class: inhibitors | actives 5.4% (n = 310,000) | AID 2551; also: % is scaled to controls: 0 for no effect and ±100 for the full control effect; nearly all actives have a fitted effect of over 60% in size
Target sequence (P51450 whole entry, looked up, the tested form may be a part): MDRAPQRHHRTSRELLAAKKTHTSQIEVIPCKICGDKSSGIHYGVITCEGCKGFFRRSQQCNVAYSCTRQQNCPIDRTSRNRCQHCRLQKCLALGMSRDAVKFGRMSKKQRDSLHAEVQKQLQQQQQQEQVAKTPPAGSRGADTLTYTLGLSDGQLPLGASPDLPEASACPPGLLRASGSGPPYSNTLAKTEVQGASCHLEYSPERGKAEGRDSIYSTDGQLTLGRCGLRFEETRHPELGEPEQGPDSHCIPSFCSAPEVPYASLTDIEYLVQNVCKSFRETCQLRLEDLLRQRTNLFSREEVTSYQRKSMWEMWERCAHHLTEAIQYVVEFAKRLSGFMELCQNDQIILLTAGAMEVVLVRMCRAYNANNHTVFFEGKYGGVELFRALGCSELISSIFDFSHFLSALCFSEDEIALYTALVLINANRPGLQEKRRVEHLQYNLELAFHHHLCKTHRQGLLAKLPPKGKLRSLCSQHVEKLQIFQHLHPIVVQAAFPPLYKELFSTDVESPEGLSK
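Drosophila S2 cells stably expressing Gal4-DBD/mouse RORγ fusion under metallothionein promoter plus UAS-luciferase; compound 1 h, then 700 uM CuSO4 induction for 20 h at ambient temperature; inhibition read as reduced luminescence.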
Rab9 promoter act: Rab9 promoter activation; Huh7 Rab9 promoter-luciferase reporter, luminescence, 24 h; Potency, µM (titrated, usually from 9.22 µM), without a hit: at the top dose activation, negative = inhibition, most hits filed as activators; actives 2.8% (n = 320,000); also: % of control where 0% means no effect; nearly all actives have a fitted effect of over 60% in size
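Huh7 cells stably carrying Rab9 promoter–luciferase reporter, plated 1500 cells/well, compound added after 2 h and incubated 24 h at 37 °C; luciferase luminescence then read after 10 min with detection reagent.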
BRCA1 expr act: BRCA1 expression activation; AID 624202; MCF7-BRCA1-FFLuc reporter, luminescence, 48 h; response scale: scaled: vehicle 0%, 10 µM genistein 100%; actives 1.1% (n = 380,000); Potency, µM (highest dose often 46.1 µM), for the others: at the highest dose activation, most hits filed as activators; also: nearly all actives have a fitted effect of over 80% in size; some results filed as inactive show a strong effect at the top dose
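MCF7-BRCA1-FFLuc cells, 2000/well in phenol-red-free MEM, attached 2 h then treated 48 h at 37 C. Luciferase luminescence read 15 min after reagent; normalized to genistein maximum activation (10microM) and DMSO, concentration-response fitted.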
p53 reactivator: mutant p53 re-activation in reporter cells | H1299 p53-A138V BP100-luciferase reporter, luminescence, 24 h | Potency, µM (titrated, usually from 92.2 µM), for inactives: top-dose activity change, positive = activation, actives largely listed as activators | actives 0.063% (n = 320,000); also: % of control where 0% means no effect; nearly all actives have a fitted effect of over 45% in size
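p53-null H1299 cells stably carrying temperature-sensitive p53-A138V and a BP100-luciferase reporter were pinned with compounds (4-point, 1:5 series) and held 24 hrs at 37 deg C. Luminescence was read 10 min after detection reagent.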
Gal4-VP16 FLuc: inhibits Gal4-VP16 luciferase reporter, ROR gamma counter-screen; Drosophila S2 Gal4-VP16 UAS-luciferase, luminescence, 20 h; Potency, µM (series often up to 53.6 µM), without a hit: at the top dose activity, negative = inhibition, most hits filed as inhibitors; actives 3.5% (n = 310,000); AID 2546;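 also: Gal4-VP16 expression switched on by copper sulfate through the metallothionein promoter; % is scaled to controls: 0 for no effect and ±100 for the full control effect; nearly all actives have a fitted effect of over 50% in size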
FLuc counter: inhibits or activates purified firefly luciferase, miR-21 counter-screen; P08659; purified FLuc, Km substrates, luminescence inhibition; Potency, µM (doses to about 57.5 µM), without a hit: top-dose activity change, negative = inhibition, usual class: inhibitors; actives 6.9% (n = 360,000);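 also: plate controls were vehicle for no effect and reference inhibitor for full effect; nearly all actives have a fitted effect of over 55% in size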
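Biochemical qHTS of compounds, final roughly 60 µM downward over six points, against 10 nM purified firefly luciferase using Km concentrations of substrates (10 uM D-luciferin, 10 uM ATP) in Tris acetate pH 7.5 buffer; luminescence output.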
MBNL1 CUG block: blocks human MBNL1 binding to CUG repeat RNA | Potency, µM (series often up to 57.5 µM), for inactives: at the highest dose activity change, negative = inhibition, most hits filed as inhibitors | TR-FRET MBNL1-His/biotin-(CUG)12 binding, 665/545 ratio | actives 0.036% (n = 280,000); active = well fitted inhibition curve with a large enough effect in the signal ratio, with a control signal flat, not every such curve was filed as active; inconclusive = small, poorly fitted or top-dose-only effect, or effect the other way, or a change in a side signal; inactive = no such curve, though single readings can be large or run the other way; the % refers to the signal ratio; also: % is scaled to controls: 0 for no effect and ±100 for the full control effect
Target sequence (Q9NR56 whole entry, looked up): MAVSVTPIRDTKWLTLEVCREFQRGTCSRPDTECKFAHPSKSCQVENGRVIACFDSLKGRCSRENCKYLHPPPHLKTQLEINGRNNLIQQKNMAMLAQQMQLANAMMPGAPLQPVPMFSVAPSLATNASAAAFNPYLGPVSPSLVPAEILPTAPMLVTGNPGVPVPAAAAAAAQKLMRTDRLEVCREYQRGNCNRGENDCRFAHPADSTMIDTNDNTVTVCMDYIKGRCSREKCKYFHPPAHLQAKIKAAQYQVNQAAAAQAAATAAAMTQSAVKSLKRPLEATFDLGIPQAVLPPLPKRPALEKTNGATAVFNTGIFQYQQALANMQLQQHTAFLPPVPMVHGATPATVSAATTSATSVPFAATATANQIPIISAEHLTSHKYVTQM
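TR-FRET readout: Ex 340 nm, 665/545 nm emission ratio, normalized to buffer-only (basal) and MBNL1-(CUG)12 controls. Complex of MBNL1-His with Biotin-(CUG)12, compounds 92 nM–58 uM, incubated 60 min at room temperature.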
Active calls of the source: *; u = inconclusive; x = not tested or not shown; & = joins results of further samples; [ ] = dose if it differs, or a comment. Unless noted, calls follow the shape of the dose curve; as a rule, active = well fitted curve in the direction sought with a large enough effect; inconclusive = small, poorly fitted or top-dose-only effect, or another doubt; inactive = no such curve, though single readings can be large; an effect the other way counts as inactive or inconclusive. Potency is read from the fitted curve at half-maximal effect.

SMILES	ELG1 genotox	uPA surface inh	NPC1 prom act	RORgamma inh	Rab9 promoter act	BRCA1 expr act	p53 reactivator	Gal4-VP16 FLuc	FLuc counter	MBNL1 CUG block
Cc1cccc(CN2C(=O)c3ccccc3Sc3ccc(C(=O)O)cc32)c1	4%	-7%	-4%	12%	3%	13%	-2%	-3%	-9%	-7%
CC(C)(C)c1ccc(C(=O)N2CCC(C(=O)NCc3ccco3)CC2)cc1	6%	-2%	10%	u	11%	98%	1%	25%	-18%	1%
Cn1nc(-c2ccc(OCC(=O)Nc3cccnc3)cc2)c2ccccc2c1=O	-4%	-4%	-14%	1.8µM*	5%	-22%	-14%	16µM*	0%	1%
CC(=O)NC1=C(Nc2ccc(N(C)C)cc2)C(=O)c2ccccc2C1=O	7%	-18%	26%	-59%	u	-3%	u	-18%	12µM*	u
CCc1ccc(C(=O)Nc2cc(C)on2)o1	u	1%	u	-11%	u	u	u	8%	u	-9%
Cc1nn(Cc2ccc([N+](=O)[O-])cc2)c(=O)n1N(C)c1ncc(C(F)(F)F)cc1Cl	-3%	-5%	2%	u	0%	-31%	-4%	12%	0%	1%
COc1cccc(CCNC(=O)CCc2nnc(Cc3cc(OC)ccc3OC)o2)c1	10%	5%	2%	14%	22%	32%	-13%	-3%	u	-6%
COc1ccc(Cl)cc1NC(=O)COC(=O)Cc1cccs1	2%	1%	8%	x	0%	-4%	6%	x	0%	x
Cc1nc(NC(=S)Nc2ccccc2)sc1C	15%	u	u	0.89µM*	u	u	3%	5µM*	2.7µM*	22%
Cc1[nH]nc2c1C(C1CC=CCC1)C(C#N)=C(N)O2 (stereo not given)	-14%	-6%	-2%	6.3µM*	-3%	-32%	-17%	11µM*	-5%	-5%

3 entries from above, comma-delimited:
compound,ELG1 genotox,uPA surface inh,NPC1 prom act,RORgamma inh,Rab9 promoter act,BRCA1 expr act,p53 reactivator,Gal4-VP16 FLuc,FLuc counter,MBNL1 CUG block
COc1ccc(Cl)cc1NC(=O)COC(=O)Cc1cccs1,2%,1%,8%,x,0%,-4%,6%,x,0%,x
CCc1ccc(C(=O)Nc2cc(C)on2)o1,u,1%,u,-11%,u,u,u,8%,u,-9%
Cn1nc(-c2ccc(OCC(=O)Nc3cccnc3)cc2)c2ccccc2c1=O,-4%,-4%,-14%,1.8µM*,5%,-22%,-14%,16µM*,0%,1%

(further entries)
SMILES	ELG1 genotox	uPA surface inh	NPC1 prom act	RORgamma inh	Rab9 promoter act	BRCA1 expr act	p53 reactivator	Gal4-VP16 FLuc	FLuc counter	MBNL1 CUG block
COc1ccc(NC(=O)CN2C(=O)COc3ccc(C)cc32)c(OC)c1	-5%	1%	-3%	-2%[1.91 µM]	0%	-10%	x	6%	6%	-5%
COCCn1c(CN2CCN(C)CC2)nc2c1c(=O)n(C)c(=O)n2C	-3%	-4%	2%	-18%	-5%	7%	-1%	8%	7%	-8%
COc1ccc2c(c1)C(C)=CC(C)(C)N2S(=O)(=O)c1ccc(C)cc1	14%	-15%	-14%	-39%	-28%	-83%	15%	1%	5%	1%
CCOC(=O)c1cnc2c(cnn2CC)c1NN=C(C)C	x	x	-8%[46.1 µM]	-12%&9%	-7%[46.1 µM]	x	x	3%&-11%	x	x
Cc1onc(-c2c(F)cccc2Cl)c1C(=O)c1ccccc1	-10%	-1%	-6%	-1%	0%	13%	0%	1%	-1%	3%
NNC(=O)c1ccc(COc2ccc3c(c2)CCC3)o1	3%	-14%	u	u	4µM*	-5%	u	u	u	u
COc1ccc(C2Nc3ccccc3C(=O)N2Cc2ccco2)cc1COc1ccc(F)cc1 (stereo not given)	-2%	-1%	0%	u	0%	-54%	-13%	u	-1%	11%
Cc1cc(C)nc(N2CCC(C(=O)NCCc3ccc(Cl)cc3)CC2)n1	-5%	-1%	-3%	1%	1%	-1%	-1%	-8%	2%	-2%
CCOc1ccccc1NC(=O)COc1coc(CN2CCc3ccccc32)cc1=O	-7%	1%	8%	x	0%	-29%	-5%	x	0%	x
Cc1ccc(S(=O)(=O)N2CCCCC2C(=O)NCc2ccco2)cc1 (stereo not given)	0%	-1%	0%	u	-4%	-8%	4%	28%	0%	4%
CN1C(=O)NC(NC(=O)c2ccco2)(C(F)(F)F)C1=O (stereo not given)	-1%	5%	-4%	-11%	1%	2%	4%	-1%	1%	6%
COc1ccc(N(C(C)=O)c2nc3ccccc3[nH]2)cc1	2%	-18%	-3%	2%	6%	52%	-11%	6%	-11%	0%
Cc1ccc(C(=O)N2CCC(n3nccc3NC(=O)C3CCOC3)CC2)cc1 (stereo not given)	1%	10%	0%	-31%	0%	26%	1%	-1%	-4%	-7%
COc1ccc(Nc2nnc(SC(C)C(=O)NC3CC3)s2)cc1 (stereo not given)	-2%	1%	x	x	x	7%	1%	x	x	x
O=C(Cn1c(=O)n(CC(=O)N2CCCCC2)c(=O)c2sccc21)NCc1ccccc1	2%	2%	-4%	3%	2%	0%	2%	-3%	1%	-2%
Cc1nnc(SCC(=O)c2c(N)n(Cc3ccccc3)c(=O)n(C)c2=O)n1C	u	-2%	-1%	7%	-2%	0%	-3%	5%	-3%	-6%
CCOc1ccc(-n2c(SCC(=O)OC)nc3sc4c(c3c2=O)CCN(C)C4)cc1	2%	-3%	-5%	3%	4%	2%	1%	-3%	1%	u
CCOC(=O)Cc1csc(SCC(=O)Nc2ccc3[nH]c(=O)[nH]c3c2)n1	-1%	-25%	-2%	x	1%	9%	-9%	x	-1%	x
CCOC(=O)c1sc(NC(=O)CN2C(=O)C3CC=CCC3C2=O)nc1C (stereo not given)	0%	-30%	0%	x	-2%	-3%	-3%	x	-1%	x
NS(=O)(=O)c1ccc(N2CCOCC2)c(C(=O)NCc2cccs2)c1	0%	-7%	x	x	x	-27%	-2%	x	x	x
CCOC(=O)Cc1csc(NC(=O)Cc2cccs2)n1	7%	3%	1%	-37%	-5%	0%[1.84 µM]	-3%	13%	u	4%
COC(=O)c1cc(NC(=O)C(C)c2ccc(CC(C)C)cc2)ccc1O (stereo not given)	-7%	-1%	-13%	u	-8%	-60%	3%	u	0%	-5%
Cc1ccc(-c2ccc(/C=N/n3cnnc3)o2)cc1Cl	0%	-1%	-2%	27%	4%	-3%	-20%	1%	-10%	u
O=C(COC(=O)CCCN=C1NS(=O)(=O)c2ccccc21)NNC(=O)c1ccccc1	7%	2%	-2%	x	-1%	1%	2%	x	3%	x
O=C(N/N=C/c1ccccn1)c1cc([N+](=O)[O-])cc([N+](=O)[O-])c1	6%	-9%	-3%	3.5µM*	-2%	-23%	u	4.5µM*	-8%	u
O=[N+]([O-])c1ccc(/C=N\N2CCN(c3ccc(Cl)cc3)CC2)cc1	-4%	10%	-2%	-1%	2%	-29%	1%	6%	-3%	0%
CC1CN(C(=O)COC(=O)c2nn(-c3ccccc3)c(=O)c3ccccc23)CC(C)O1 (stereo not given)	-4%	2%	-3%	-9%	-1%	1%	0%	9%	-1%	12%
O=C(c1c[nH]c(C(=O)C(Cl)(Cl)Cl)c1)c1ccc(F)cc1F	-3%	-10%	-6%	u	-1%[1.84 µM]	-15%	2%	-20%	-11%	-2%
Cc1ccc(C(=O)N/C(=C\c2sccc2C)C(=O)NCc2ccco2)cc1	-1%	6%	-5%	-2%	6%	-8%	-3%	0%	-11%	u
COCCNC(=O)COc1ccc(C)cc1C	10%	-1%	0%	35%	14%	37%	13%	17%	-2%	-10%
COc1ccc(NC(=S)NC23CN4CN(CN(C4)C2)C3)c(OC)c1	-2%	5%	-4%	2%	2%	-24%	0%	-3%	2%	-8%
COc1cc(O)c(C(CC(=O)N2CCCCC2)c2cc(OC)c(OC)c(OC)c2)c(OC)c1 (stereo not given)	3%	-15%	0%	-6%&12%	-7%	7%	-1%	-8%&-5%	-1%	-10%
COC(=O)c1cc(Br)c(=O)n(CCc2ccc(F)cc2)c1	-1%	-4%	-1%	-16%	-5%	-24%	1%	0%	-16%	-5%
COc1ccc(CSc2nnc(C)s2)cc1F	-3%	-6%	u	33%	u	4.5µM*	u	22%[10 µM]	u	3%
COc1ccc(NS(=O)(=O)c2cc(C(=O)O)ccc2C)cc1	0%	8%	5%	-7%	6%	4%	10%	-14%	-4%	-5%
COc1nccnc1NS(=O)(=O)c1ccc(NCc2cc(Br)ccc2O)cc1	u	-2%	22%	44%	26%	u	18%	-6%	-19%	-2%
O=C(CN1C(=O)COc2ccc(S(=O)(=O)N3CCCC3)cc21)NCc1ccccn1	1%	0%	1%	-4%	-1%	-8%	1%	5%	0%	5%
ClCC1CSC(=NC23CC4CC(CC(C4)C2)C3)O1 (stereo not given)	-3%	8%	-1%	7%	-5%	-4%	-1%	-2%	-1%	11%
O=C(CCCC(=O)Nc1ccccc1Br)N/N=C/c1c(F)cccc1Cl	-3%	2%	-3%	-30%	-4%	3%	3%	3%	0%	0%
Cc1cc(C)cc(N(CCC#N)C(=O)CSc2nc3ccccc3c(=O)[nH]2)c1	1%	8%	x	x	x	-35%	-2%	x	x	x
COc1ccccc1-c1nn(-c2ccccc2)cc1C(=O)N1CCc2ccccc2C1	-3%	13%	0%	x	6%	-33%	1%	x	-4%	x
Nc1nonc1-n1nnc(C(=O)N/N=C/c2ccc3c(c2)OCO3)c1-c1ccccc1	-7%	-1%	-2%	-2%	0%	-9%	-2%	11%	u	4%
Clc1ccccc1COc1ccccc1-c1nnco1	2%	-4%	-5%	11µM*	3%	-13%	-27%	u	-1%	-1%
